Bioassay records as filed in PubChem BioAssay.
ERAP1 HTS inh: blocks human ERAP1 aminopeptidase activity; Q9NZ08; recombinant ERAP1, Leu-AMC fluorescence, 60 min; inhibition, % at 10.7 µM; hit rate 0.15% among 340,000;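 active = mean replicate inhibition of at least 30%, or all replicates individually reaching that 30% level; inactive = mean below 30% and not every replicate reaching it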;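 note: 0% = neutral control wells and 100% = L-leucinethiol positive control wells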
Cneo AK release: causes C. neoformans cell lysis | AID 651654 | adenylate kinase release luminescence, 4 h; normalised: neutral wells 0, clomiphene wells 100 | lysis activity, % at 15 µM | hit rate 0.2% among 360,000;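 active = mean lysis activity across replicates of at least 80%, whatever share of replicates individually reach that level; inactive = mean lysis activity below 80%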
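Test system: log-phase Cryptococcus neoformans yeast cells. Input: 5 × 10^6 yeast cells/mL. Medium: fresh YPD growth medium. Doses: single dose. Incubation: static 4 h at 37 °C with compound, 1 h detection. Measured by: luminescent adenylate kinase detection reagent. Read-out: signal increase indicating cell lysis. Benchmarks: Clomiphene.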
E-selectin induc: E-selectin induction on HUVECs | P16581 | HUVEC E-selectin immunofluorescence imaging; normalized: neutral wells 0, TNF-alpha wells 100 | activation, % at 7.58 µM | hit rate 0.37% among 260,000 | AID 686992;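 active = mean E-selectin-positive cell signal at least 10% of the positive control, reached in at least 60% of replicates, without over 20% cell loss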;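 note: in these data hits start at about 27%; measured in HUVEC primary endothelial cells; signal is the percent of cells scored E-selectin positive by PE staining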
Target sequence (P16581 whole entry, looked up): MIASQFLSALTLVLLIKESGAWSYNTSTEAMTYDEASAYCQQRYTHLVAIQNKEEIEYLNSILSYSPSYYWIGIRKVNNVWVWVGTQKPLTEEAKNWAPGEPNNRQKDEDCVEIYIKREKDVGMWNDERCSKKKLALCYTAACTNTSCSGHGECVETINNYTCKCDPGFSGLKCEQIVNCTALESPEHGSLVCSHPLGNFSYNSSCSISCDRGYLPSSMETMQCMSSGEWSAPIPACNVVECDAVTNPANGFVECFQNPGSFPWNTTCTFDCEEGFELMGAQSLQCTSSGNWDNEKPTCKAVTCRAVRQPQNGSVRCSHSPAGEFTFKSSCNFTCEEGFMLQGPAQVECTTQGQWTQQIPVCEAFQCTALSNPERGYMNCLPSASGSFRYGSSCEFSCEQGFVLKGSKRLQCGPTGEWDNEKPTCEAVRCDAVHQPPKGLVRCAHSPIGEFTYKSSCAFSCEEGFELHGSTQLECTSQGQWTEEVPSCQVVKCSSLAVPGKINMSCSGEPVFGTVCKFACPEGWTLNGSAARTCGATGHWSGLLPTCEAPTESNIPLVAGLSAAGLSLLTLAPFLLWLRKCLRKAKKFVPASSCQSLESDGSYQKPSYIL
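Test system: HUVEC; input: 3,000 HUVEC/well; measured by: immunofluorescence imaging; read-out: % PE-positive cells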
PglD inh: inhibitors of Campylobacter jejuni PglD acetyltransferase; inhibition, % at 12.5 µM; hit rate 0.098% among 360,000; purified PglD enzyme, DTNB colorimetric CoA detection; in the data active = inhibition above about 16%, passing the limit was not always enough; note: strong numbers were not always called active
miR122 inh: miR-122 inhibition in Huh7 cells. Huh7 miR-122 Renilla luciferase sensor, 48 h; neutral wells = 0, positive control = 100. activation (reporter increase), % at 12.5 µM. hit rate 0.3% among 340,000;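 active = mean replicate activation score at least 90 and every replicate individually at or above 90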;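 note: higher luciferase means less miR-122 activity so hits act as miR-122 inhibitors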
RAD52 inh: RAD52 (human) annealing inhibition. P43351. recombinant RAD52 DNA annealing, FRET fluorescence. hit rate 0.46% among 360,000. inhibition, % at 18.7 µM;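 active = every replicate showing at least 50% inhibition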
Target sequence (P43351 whole entry, looked up): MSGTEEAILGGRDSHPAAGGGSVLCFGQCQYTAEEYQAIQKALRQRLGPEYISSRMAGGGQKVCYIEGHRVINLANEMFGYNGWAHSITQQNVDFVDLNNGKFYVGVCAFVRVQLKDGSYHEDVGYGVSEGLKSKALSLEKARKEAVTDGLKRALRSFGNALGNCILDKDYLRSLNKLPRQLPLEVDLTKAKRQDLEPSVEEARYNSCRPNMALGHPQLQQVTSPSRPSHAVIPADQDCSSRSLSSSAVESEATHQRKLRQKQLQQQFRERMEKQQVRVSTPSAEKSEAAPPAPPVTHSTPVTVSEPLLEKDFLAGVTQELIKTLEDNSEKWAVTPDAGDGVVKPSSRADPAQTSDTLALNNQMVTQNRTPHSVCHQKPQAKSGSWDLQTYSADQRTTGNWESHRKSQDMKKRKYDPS
RAD54 branch: RAD54 (human) branch migration inhibition; Q92698; RAD54 Holliday junction branch migration, FAM/BHQ fluorescence; inhibition, % at 10.4 µM; hit rate 0.14% among 360,000;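 active = mean normalized replicate activity at least 40 and at least half of replicates scoring 40 or more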;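 note: 0% = median of neutral control wells and 100% = median of positive control wells; inhibitors cause a drop in the FAM fluorescence signal; in these data hits start at about 50%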
PGC1a acetyl inh: modulators of PGC1a acetylation; hit rate 0.17% among 350,000; U2OS PGC1a acetylation, AlphaScreen anti-acetyl-lysine; with virally co-expressed GCN5 acetyltransferase; inhibition, % at 15.6 µM; AID 651687;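 active = every replicate shows inhibition of at least 40%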;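 note: 0% = neutral control wells and 100% = positive control wells; some results beyond the cut were filed as inactive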
* hit, by the source's call; . = not tested or not shown; & = joins results of further samples; [ ] = remark or other dose.

Screens in order – ERAP1 HTS inh	Cneo AK release	E-selectin induc	PglD inh	miR122 inh	RAD52 inh	RAD54 branch	PGC1a acetyl inh
#1 COc1ccc(NC(=O)N(C)C[C@H]2Oc3ccc(NC(=O)Nc4ccc(F)cc4)cc3CC(=O)N([C@@H](C)CO)C[C@H]2C)cc1
→ 3	1	-0.2	-12	-12[16.7 µM]	-10	-4	-1
#2 C[C@H](CO)N1C[C@H](C)[C@@H](CN(C)C(=O)Nc2ccc(C(F)(F)F)cc2)Oc2ccc(NS(=O)(=O)c3cccs3)cc2C1=O
→ 0&-10	1&0	0.0&-0.2	-3&1	-8[16.7 µM]	-17&-19	-18&2	12&-21
#3 CCc1ccc(C2CC(c3ccc(Cl)cc3)=NNC2=O)cc1 (configuration not stated)
→ .	13	.	-3	-8	.	-7	-4
#4 COCC(=O)Nc1ccc2c(c1)OC[C@@H](C)N(C(=O)Cc1cccnc1)C[C@H](C)[C@@H](OC)CN(C)C2=O
→ 2	92*	0.2	-3	.	7	-6	-5
#5 COC(=O)CS(=O)(=O)c1cc(Br)cc2c1N(C(C)=O)CC2
→ .	-1	.	-6	2	.	4	14
#6 COc1ccc(C)c2sc(=NC(=O)c3ccccc3)n(C)c12
→ 12	0	1.3	-1	.	4	9	.
#7 CC(C)C[C@@H](CNCC(=O)[C@H](CC(C)C)NC(=O)c1[nH]cnc1C(=O)N[C@H](CN)CC(C)C)NC(=O)c1nc[nH]c1C(=O)N[C@@H](CC(=O)O)C(=O)O
→ -5	-2	-0.2	1	.	-12	-1	.
#8 CCOc1ccc(S(=O)(=O)NCCSc2ccccc2)cc1
→ .	3	.	-8	8	.	3	7
#9 CC1(C)CN(Cc2ccccc2)C(=O)[C@H]1CC(=O)Nc1ccc(Br)cc1
→ -3	.	-0.1	.	9	-4	.	-8
#10 CC(C)NC(=O)c1ccc2c(c1)N(CC(=O)NC1CCCCC1)C(=O)C(C)(C)O2
→ 3	0	.	2	-1	-21	7	.
#11 Cc1c(NC(=O)Nc2ccc(Cl)c(Cl)c2)c(=O)n(-c2ccccc2)n1C
→ .	10	.	0	-6	.	7	10
#12 COc1ccc(/C=C2\SC(=O)N(CCNC(=O)CN3C(=O)NC4(CCCC4)C3=O)C2=O)cc1
→ 4	0	0.1	-1	-3	0	-10	.
#13 C[C@@H]1CN([C@H](C)CO)C(=O)c2cc(NC(=O)CCC(F)(F)F)ccc2O[C@@H](C)CCCCO[C@@H]1CN(C)C(=O)C1CCCCC1
→ -1	46	-0.2	3	8[16.7 µM]	10	9	-2
#14 CC1CC(C)(C)N(C(=O)CN2C(=O)CCC2=O)c2ccccc21 (configuration not stated)
→ -1	0	.	1	-7	-2	-3	-14
#15 O=C(C1CC1)N1C[C@@H]2[C@H](c3ccccc31)[C@H](CO)N2C(=O)Nc1cccc(F)c1
→ 0	-3	0.7	-6	10[16.7 µM]	-2	-7	-10
#16 C[C@@H]1CN([C@@H](C)CO)C(=O)c2cccc(NS(C)(=O)=O)c2O[C@@H]1CN(C)S(=O)(=O)c1ccc(Cl)cc1
→ 2	-6	-2.8	-1	16[16.7 µM]	0	0	0
#17 Cc1cc(NS(=O)(=O)c2c(C(=O)N3CCOCC3)c(C)n(C)c2C)ccc1Br
→ 0	2	.	-1	52	3	-16	0
#18 CC(=O)NC[C@H]1[C@H](c2ccccc2)[C@H](CO)N1C(=O)Cc1ccncc1
→ .	-1	0.0	-1	14[16.7 µM]	.	1	-5
#19 O=C1c2ccccc2NC(c2ccc(F)cc2)N1Cc1ccco1 (configuration not stated)
→ .	1	.	-4	-4	.	-3	-21
#20 Cc1c(NC(=O)c2cc3c(=O)n4ccccc4nc3s2)c(=O)n(-c2ccccc2)n1C
→ -1	.	0.5	.	.	-17	.	8
#21 Cc1ccc(S(=O)(=O)Nc2ncccn2)cc1
→ 4	4	.	6	-4	-15	-2	-8
#22 F[B-](F)(F)c1cnc2ccccc2c1
→ -3	-3	.	-4	-6	-19	1	0
#23 CC12CCC(C(=O)Nc3ccc4c(c3)OCCO4)(OC1=O)C2(C)C (configuration not stated)
→ .	0	.	6	-1	.	17	20
#24 C[C@H](CO)N1C[C@H](C)[C@@H](CN(C)Cc2ccccc2)Oc2c(cccc2N(C)C)C1=O
→ -1	19	.	1	50[16.7 µM]	-1	0	0
#25 O=C(NCC1CCCO1)c1ccc2c(c1)N(Cc1ccccc1)C(=O)CS2 (configuration not stated)
→ -5	0	.	-2	-1	-8	13	2
#26 Cc1ccccc1-c1ccc([C@@H]2[C@H](CO)N3CCCCN(C(=O)c4cccnc4)C[C@@H]23)cc1
→ 0	-3	0.2	2	-4[16.7 µM]	-5	-10	1
#27 COc1ccc(C2NC(=O)NC(c3ccccc3)=C2c2nc3ccccc3s2)cc1 (configuration not stated)
→ -2	1	.	-2	-9	-11	7	6
#28 C/C(NC(=O)c1ccccc1)=C1/C(=O)CC2C1C2(C)C (configuration not stated)
→ .	-4	.	3	1	.	-4	-6
#29 COc1cc(C(=O)Nc2c(C(=O)O)[nH]c3ccccc23)cc(OC)c1OC
→ 1	0	0.0	10	-1	-1	-3	.
#30 Cc1noc(C)c1NC(=O)Nc1ccc2c(c1)C(=O)N([C@H](C)CO)C[C@@H](C)[C@@H](CN(C)Cc1ccc(Oc3ccccc3)cc1)O2
→ 1	-1	-0.2	6	-3[16.7 µM]	-30	-8	13
#31 FC(F)(F)c1nc2ccccc2nc1N/N=C\c1ccccc1
→ .	0	.	1	3	.	-3	6
#32 CCN(Cc1ccccc1)Cc1c(C)[nH]c2c(C)c(C)ccc2c1=O
→ .	0	.	0	-6	.	-6	.
#33 C/C=C/c1ccc([C@@H]2[C@@H](CO)N(C(C)=O)[C@H]2CNC(=O)c2ccncc2)cc1
→ -1	-5	0.1	0	6[16.7 µM]	-21	6	-4
#34 COc1ccc(S(=O)(=O)N2CC[C@@H]3[C@H]2c2cc(Br)ccc2N[C@@H]3CO)cc1
→ .	-2	-0.2	0	-8[16.7 µM]	.	-8	-1
#35 COc1ccc(-n2nc(C(=O)Nc3ccc4c(c3)OCO4)c3c4ccccc4n(C)c3c2=O)cc1
→ .	-9	.	1	4	.	2	.
#36 Nc1nc(SCC(=O)Nc2ccc([N+](=O)[O-])cc2)[nH]c(=O)c1NC(=O)c1ccc(Br)cc1
→ 3	-1	2.5	-1	.	-12	-3	.
#37 CCOCCCNC(=O)C(c1ccccc1)N(Cc1ccc2c(c1)OCO2)C(=O)c1ccccc1O (configuration not stated)
→ -4	.	.	.	60	-25	.	4
#38 COC(=O)c1ccc(N2CCN(C)CC2)c(NC(=O)c2cccnc2)c1
→ -2	1	3.9	0	-3	-11	-4	-8
#39 CN1C=CC=C/C1=C(\C#N)c1nc2ccccc2[nH]1
→ .	0	.	5	-5	.	-4	3
#40 COCCN(C(=O)Cn1nnc2ccccc21)C(C(=O)NC1CCCC1)c1cccc(OC)c1OC (configuration not stated)
→ .	6	.	-11	3	.	-4	-15
#41 C[C@H]1CN([C@@H](C)CO)C(=O)c2cccc(NC(=O)Nc3ccc(F)cc3)c2O[C@@H]1CN(C)Cc1ccc(C(=O)O)cc1
→ 3&2	34&-5	-0.2&0.7	5&7	4[16.7 µM]	-3&-11	4&2	5&14
#42 CCOc1ccccc1N1CC(C(=O)Nc2ccccc2CC)CC1=O (configuration not stated)
→ -2	4	.	-1	-6	-4	4	7
#43 Cc1ccc(C(=O)OCC(=O)Nc2ccc3[nH]c(=O)[nH]c3c2)o1
→ -2	1	-0.1	0	-3	-9	2	3
#44 CCS(=O)(=O)N1CCCCN2[C@@H](CO)[C@@H](c3ccc(-c4ccccc4C)cc3)[C@@H]2C1
→ 4	-1	-0.1	-2	4[16.7 µM]	16	1	7
#45 O=C(NCCOc1ccccc1F)C1CC(=O)N(c2ccc3c(c2)OCCO3)C1 (configuration not stated)
→ 5	-7	-0.2	-1	.	-10	-1	.
#46 COc1ccc(S(=O)(=O)N2C[C@H](O)COC[C@H]3O[C@@H](CC(=O)NCCCN4CCOCC4)CC[C@@H]32)cc1
→ -1	1	0.0	4	6[16.7 µM]	8	-7	5
#47 CCC(=O)N1C[C@@H](O)COC[C@@H]2O[C@H](CC(=O)NCc3ccccc3Cl)CC[C@H]21
→ .	1	0.0	-3	-8[16.7 µM]	.	8	-2
#48 Cc1cc(NC(=O)CSc2nnc(Cc3ccccc3)n2C)no1
→ .	-2	.	3	-1	.	6	-11
#49 COc1cc(NC(=S)NCCCN2CCOCC2)c(OC)cc1NC(=O)c1ccco1
→ 0	1	.	-3	-8	-6	-1	-3

Shown with each value named: entries from further up.
45: O=C(NCCOc1ccccc1F)C1CC(=O)N(c2ccc3c(c2)OCCO3)C1 (configuration not stated)
  ERAP1 HTS inh: 5; Cneo AK release: -7; E-selectin induc: -0.2; PglD inh: -1; miR122 inh: .; RAD52 inh: -10; RAD54 branch: -1; PGC1a acetyl inh: .

43: Cc1ccc(C(=O)OCC(=O)Nc2ccc3[nH]c(=O)[nH]c3c2)o1
  ERAP1 HTS inh: -2; Cneo AK release: 1; E-selectin induc: -0.1; PglD inh: 0; miR122 inh: -3; RAD52 inh: -9; RAD54 branch: 2; PGC1a acetyl inh: 3

46: COc1ccc(S(=O)(=O)N2C[C@H](O)COC[C@H]3O[C@@H](CC(=O)NCCCN4CCOCC4)CC[C@@H]32)cc1
  ERAP1 HTS inh: -1; Cneo AK release: 1; E-selectin induc: 0.0; PglD inh: 4; miR122 inh: 6[16.7 µM]; RAD52 inh: 8; RAD54 branch: -7; PGC1a acetyl inh: 5

47: CCC(=O)N1C[C@@H](O)COC[C@@H]2O[C@H](CC(=O)NCc3ccccc3Cl)CC[C@H]21
  ERAP1 HTS inh: .; Cneo AK release: 1; E-selectin induc: 0.0; PglD inh: -3; miR122 inh: -8[16.7 µM]; RAD52 inh: .; RAD54 branch: 8; PGC1a acetyl inh: -2

Two of the compounds above, field by field:
47	CCC(=O)N1C[C@@H](O)COC[C@@H]2O[C@H](CC(=O)NCc3ccccc3Cl)CC[C@H]21
  ERAP1 HTS inh: .
  Cneo AK release: 1
  E-selectin induc: 0.0
  PglD inh: -3
  miR122 inh: -8[16.7 µM]
  RAD52 inh: .
  RAD54 branch: 8
  PGC1a acetyl inh: -2

48	Cc1cc(NC(=O)CSc2nnc(Cc3ccccc3)n2C)no1
  ERAP1 HTS inh: .
  Cneo AK release: -2
  E-selectin induc: .
  PglD inh: 3
  miR122 inh: -1
  RAD52 inh: .
  RAD54 branch: 6
  PGC1a acetyl inh: -11

2 entries from above, with tabs:
entry	smiles	ERAP1 HTS inh	Cneo AK release	E-selectin induc	PglD inh	miR122 inh	RAD52 inh	RAD54 branch	PGC1a acetyl inh
45	O=C(NCCOc1ccccc1F)C1CC(=O)N(c2ccc3c(c2)OCCO3)C1 (configuration not stated)	5	-7	-0.2	-1	.	-10	-1	.
46	COc1ccc(S(=O)(=O)N2C[C@H](O)COC[C@H]3O[C@@H](CC(=O)NCCCN4CCOCC4)CC[C@@H]32)cc1	-1	1	0.0	4	6[16.7 µM]	8	-7	5

Rows were taken by chance; overall some 1.4% were active at least once.
